# GAA glycogen mod: GAA glycogen-cleavage inhibition or activation; AID 2100; recombinant GAA, glycogen substrate, Amplex Red glucose oxidase fluorescence; Potency, µM (highest dose often 76.4 µM), without a hit: top-dose activity change, negative = inhibition, hits mostly inhibitors; hit rate 0.38% among 300,000; active means well fitted inhibition curve with a large enough effect; inconclusive means small, poorly fitted or top-dose-only effect, or another doubt; inactive means no such curve, though single readings can be large or run the other way;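 further: 0% = full enzyme reaction and -100% = no-enzyme basal signal; the screen sought inhibitors and activators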
#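 Natural-substrate format: glycogen cleavage by 4 nM human enzyme, glucose read by Amplex Red coupling (Ex 573, Em 610 nm). Normalized to enzyme and no-enzyme controls.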
# An asterisk follows results filed as active; ? = inconclusive; & = joins results of further samples; [ ] = another dose, or the depositor's remark. Potency means the concentration at half of the fitted maximal effect. Not all compounds are listed, so the mix of outcomes need not match the whole.
SMILES,GAA glycogen mod
CCCCn1c2ccc(C)cc2c2nnc(SCCN3CCCCC3)nc21,-2.7%
CCOC(=O)c1ccc(P(=O)(c2ccccc2)c2ccccc2)cc1,16.0%[76.3 µM]
C=C1CCC[C@]2(C)C[C@H]3OC(=O)C(CNC(C)(CO)CO)[C@H]3CC12 (some centres not stated),-7.2%
CCC(=O)c1ccc(OCC(=O)Nc2ccc(N3CCOCC3)cc2N2CCOCC2)cc1,-3.0%[76.3 µM]
CCOc1ccccc1NC(=O)CCNS(=O)(=O)c1ccc(NC(C)=O)cc1,-5.5%
Cc1cc(C)c(NC(=O)CNC(=O)COC(=O)C2CCN(c3ccc(C(F)(F)F)cn3)CC2)c(C)c1,0.5%[76.3 µM]
COCCNC(=O)CN(Cc1ccccc1)S(=O)(=O)c1ccc2nc(C)sc2c1,-9.5%
CCN(CC)C(=O)CSc1nc2sc3c(c2c(=O)n1CCOC)CCC3,12.1%[76.3 µM]

SMILES,GAA glycogen mod
COC(=O)CCC(=O)NNC(=O)C1CC1(c1ccccc1)c1ccccc1 (configuration not stated),-3.0%[76.3 µM]
CCOc1ccc(N2CC(C(=O)NCCc3c[nH]c4ccc(OC)cc34)CC2=O)cc1 (configuration not stated),-2.1%
O=C(Nc1nnc(Cc2ccc(F)cc2)s1)Nc1ccccc1F,-1.6%[76.3 µM]
Cc1ccc(-c2nc(CN3CCCC(C(=O)N4CCOCC4)C3)c(C)o2)cc1 (configuration not stated),2.8%[76.3 µM]
C=Cn1cc[n+](CC(=O)c2ccc(OC)cc2)c1,-3.7%[76.3 µM]
COc1ccc(NC(=S)N(CCC(C)C)C2CCN(C(C)C)CC2)cc1Cl,-3.8%
Cc1cc(N2CCOCC2)nc2ccc(NC(=O)CCC(=O)N3CCN(c4ccc(F)cc4)CC3)cc12,2.4%
COc1cc2c(cc1OC)CN(c1ccc(C(F)(F)F)cn1)CC2,5.3%

SMILES,GAA glycogen mod
CCc1ccc(CN(Cc2cn[nH]c2-c2ccc(OC)cc2)C(=O)Nc2cc(Cl)ccc2OC)cc1,11.4%[76.3 µM]
O=C1NC(=O)C(c2cccs2)(c2cccs2)N1,3.2%
O=C(CCN1C(=O)/C(=C\c2cccs2)SC1=S)Nc1ccc(C(=O)O)cc1,0.5%[76.3 µM]
COc1cccc(OC)c1C(=O)OCC(=O)N(C)c1ccccc1,-5.8%
O=C(O)c1ccc2c(=O)n3c(nc2c1)/C(=C/c1ccc(OC(F)F)cc1OC(F)F)CC3,4.4%
CN(C)c1ccc(CNC(=O)CCCN2C(=O)c3cccnc3Oc3ccc(Cl)cc32)cc1,-18.6%[76.3 µM]
CCOc1ccccc1CN1CCC(n2nccc2NC(=O)CCc2ccccc2)CC1,7.2%[76.3 µM]
C/C(=N\NC(=O)C(O)c1ccccc1)c1ccc(Cl)s1 (configuration not stated),-6.6%[76.3 µM]

SMILES,GAA glycogen mod
C/C(=N\Nc1nncc2ccccc12)c1ccc(C(C)(C)C)cc1,-1.0%
O=C(Nc1nccs1)c1cc([N+](=O)[O-])ccc1Cl,-2.6%[76.3 µM]
CN(C)C1(CNC(=O)COc2ccc(C(C)(C)C)cc2)CCCCC1,0.0%[76.3 µM]
O=C(Nc1ccc(Cl)cc1)c1ccc2c(=O)n3c(nc2c1)CCCCC3,-6.6%[76.3 µM]
O=C(c1ccc([N+](=O)[O-])s1)N1CCc2ccccc21,1.5%
CC1(C)CC(=O)C(C(c2ccc(Br)cc2)C2C(=O)CC(C)(C)CC2=O)C(=O)C1,2.1%[76.3 µM]
CCC(C)c1ccc(NC(=O)N2CCN(C(=O)C3CCCO3)CC2)cc1 (configuration not stated),7.8%[76.3 µM]
NC(=O)c1sc2nc(-c3cccs3)ccc2c1N,0.8%

# Exported field by field: entries from further up.
> O=C(Nc1ccc(Cl)cc1)c1ccc2c(=O)n3c(nc2c1)CCCCC3
  GAA glycogen mod = -6.6%[76.3 µM]
> O=C(c1ccc([N+](=O)[O-])s1)N1CCc2ccccc21
  GAA glycogen mod = 1.5%

# New compounds follow
SMILES,GAA glycogen mod
COc1cccc(CNc2nc3ccccc3n2C(C)C)c1O,16.2%[76.3 µM]
COc1ccc(S(=O)(=O)N2CCOC2CNC(=O)C(=O)NCC(C)C)cc1 (configuration not stated),-6.7%[76.3 µM]
COCCNc1nnc(SCC(=O)NC(=O)c2ccccc2OC)s1,-12.2%[76.3 µM]
Cc1ccc(N2CCN(C(=O)c3noc4c3COc3ccc(C)cc3-4)CC2)c(C)c1,-7.1%[76.3 µM]
Cc1cccc(-c2nc3c(c(SCc4ccccc4Cl)n2)Cc2c(CO)cnc(C)c2O3)c1,-5.5%[76.3 µM]
O=c1o[nH]c(-c2ccccc2)c1N=Nc1c(F)cccc1Cl,1.0%
CCN(CC)CCCNC(=S)N1CCC(c2nc3ccccc3[nH]2)CC1,-5.3%[3.05 µM]
C=CCn1c(C(O)c2ccccc2)nc2ccccc21 (configuration not stated),6.2%[76.3 µM]

# Among those listed so far, 6 have fluorine.
SMILES,GAA glycogen mod
Cc1cc(C)c(NC(=O)CNC(=O)COC(=O)C2CCN(c3ccc(C(F)(F)F)cn3)CC2)c(C)c1,0.5%[76.3 µM]
O=C(Nc1nnc(Cc2ccc(F)cc2)s1)Nc1ccccc1F,-1.6%[76.3 µM]
Cc1cc(N2CCOCC2)nc2ccc(NC(=O)CCC(=O)N3CCN(c4ccc(F)cc4)CC3)cc12,2.4%
COc1cc2c(cc1OC)CN(c1ccc(C(F)(F)F)cn1)CC2,5.3%
O=C(O)c1ccc2c(=O)n3c(nc2c1)/C(=C/c1ccc(OC(F)F)cc1OC(F)F)CC3,4.4%
O=c1o[nH]c(-c2ccccc2)c1N=Nc1c(F)cccc1Cl,1.0%

# Additional structures follow.
SMILES,GAA glycogen mod
COc1cc(/C=N/NC(=O)c2ccncc2)ccc1OC(=O)c1ccco1,1.6%
Cc1coc2cc3oc(=O)c(CCC(=O)NCCCN4CCOCC4)c(C)c3cc12,18.2%[76.3 µM]
CCC1CCCCN1CCCNC(=O)CSc1nc2nc(C)c(Cc3ccc(C)cc3)c(C)n2n1 (configuration not stated),-11.5%
Cc1ccc(OCCSc2nc3ccc(NC(=O)COc4ccc(F)cc4)cc3s2)cc1,-1.7%[76.3 µM]
CCOCCCNC(=O)CN1C(=O)c2cccc3cccc1c23,3.0%[76.3 µM]
Cc1ccc(-c2cc(C(F)(F)F)n3nc(C(=O)N4CCN5CCCC5C4)cc3n2)cc1 (configuration not stated),8.7%[76.3 µM]
COc1cc2cc(NC(C)=O)cc(NCc3ccccc3)c2cc1OC,18.7%[76.3 µM]
CSc1ccccc1C(=O)N1CCC(n2nccc2NC(=O)C(C)(C)C)CC1,-5.1%[76.3 µM]

SMILES,GAA glycogen mod
COc1ccc(-c2cn3c(n2)sc2cc(C(=O)Nc4cc(Cl)ccc4C)ccc23)cc1,3.5%[76.3 µM]
O=C(c1cccs1)N(Cc1cccc(F)c1)C1CCS(=O)(=O)C1 (configuration not stated),-1.6%[76.3 µM]
O=C(NCCCN1CCOCC1)C1CCCN(S(=O)(=O)N2CCCCC2)C1 (configuration not stated),-2.3%[76.3 µM]
COc1ccc(Cl)cc1S(=O)(=O)NCCCn1ccnc1,-4.0%[76.3 µM]
CCc1noc(C)c1C(=O)OCC(=O)NC(=O)c1ccccc1,1.4%[76.3 µM]
CCc1ccc(C(=O)COC(=O)c2ccco2)cc1,-5.3%[76.3 µM]
CCc1nnc(SC(C)C(=O)Nc2nccs2)n1C (configuration not stated),-6.1%[76.3 µM]
Cc1cccc(NC(=O)CNC(=O)COC(=O)CCS(=O)(=O)c2ccccc2)c1C,5.7%[76.3 µM]

SMILES,GAA glycogen mod
CC1=NN(C(N)=S)C(=O)C1N=Nc1c(Br)cc(Br)cc1Br (configuration not stated),10.9%[76.3 µM]
CCc1ccc(OCC(O)CN2CCN(c3ccccn3)CC2)cc1 (configuration not stated),-11.5%[76.3 µM]
CCOc1cccc(CN2CCCC(CNC(=O)c3cccc(OC)c3OC)C2)c1 (configuration not stated),0.5%[76.3 µM]
CC1CCc2sc(C(=O)NNC(=S)NCC3CCCO3)cc2C1 (configuration not stated),-2.1%[76.3 µM]
COc1ccccc1NC(=O)CCN1C(=O)/C(=C\c2cc(OC)c(OC)c(OC)c2)SC1=S,-5.5%[76.3 µM]
COc1ccc(S(=O)(=O)NC2CC2)cc1Cl,-4.8%[76.3 µM]
CC(=O)N1CCOc2cc(S(=O)(=O)NCc3ccc(F)cc3)c(C)cc21,-8.5%&20.9%[76.3 µM]
O=C(N/N=C/c1ccccn1)c1cc(-c2ccc(Cl)s2)[nH]n1,-7.1%

SMILES,GAA glycogen mod
CCOc1ccc(-c2csc(NC(=O)c3ccco3)n2)cc1,-9.4%[76.3 µM]
CCOC(=O)/C(C#N)=C/c1c(N2CCN(c3cccc(Cl)c3)CC2)nc2c(C)cccn2c1=O,0.8%
CCOC(=O)CC1NCCc2c1[nH]c1ccc(OC)cc21 (configuration not stated),3.2%
Cc1cccc(NS(=O)(=O)c2nnc(NC(=O)c3ccc(C)c(C)c3)s2)c1,16.8%[76.3 µM]
CC(=O)c1c(-c2ccccc2)c2cc(Cl)ccc2n(C)c1=O,-3.0%[76.3 µM]
COc1cccc(-c2nc3c(C#N)c[nH]n3c2NC2CCCCC2)c1OC,-1.9%[76.3 µM]
CCn1c(CNS(=O)(=O)c2ccc(Br)cc2)nnc1SC,-1.2%[76.3 µM]
Cn1c(SCC(=O)Nc2ccc(Cl)cc2F)nnc1-c1ccco1,4.8%

SMILES,GAA glycogen mod
CC(=O)c1ccc(NC(=O)c2cccc(S(=O)(=O)N3CCN(C)CC3)c2)cc1,5.8%[76.3 µM]
O=C(NCCc1ccccc1)C1(c2ccccc2)CCCC1,14.9%[76.3 µM]
CCOCCOC(=O)COc1ccc2c(=O)c(Oc3ccc(OC)cc3)coc2c1,-0.3%
CCOc1ccc2ccccc2c1/C=N/NC(=O)c1ccncc1,-2.4%[76.3 µM]
COCCn1c(N2CCCC2)nc2c1c(=O)[nH]c(=O)n2C,-3.5%[76.3 µM]
O=C(c1ccc([N+](=O)[O-])cc1)N1c2ncnn2C2(CCCCC2)[C@@H]2CCCC[C@@H]21,4.1%[76.3 µM]
O=C(NC1CCCc2c1cnn2-c1ccc(F)cc1F)c1csnn1 (configuration not stated),-1.6%[76.3 µM]
Cc1cc(C)n(C(C)CNS(=O)(=O)c2ccc(C)c(C)c2)n1 (configuration not stated),10.9%

smiles | GAA glycogen mod
O=C(NCc1ccccc1)c1ccc(CSc2nc3cccnc3n2Cc2cccc(F)c2)cc1 | -9.3%[76.3 µM]
COc1ccc(/C=C2/SC(=S)N(NS(=O)(=O)c3ccccc3)C2=O)cc1 | 2.3%
CCCCn1c(N)c(N(CC)C(=O)c2cc(C)cc(C)c2)c(=O)[nH]c1=O | 4.1%
Cc1ccccc1OCCCC(=O)NC1CCCCC1 | -8.3%[76.3 µM]
COCCNC(=O)c1ccc(-n2c(-c3ccccc3)cc3c2CCCCC3)cc1 | -18.0%[76.3 µM]
O=C(N/N=C/c1ccc2c(c1)OCO2)C(=O)Nc1ccccc1Cl | -1.0%[76.3 µM]
CS(=O)(=O)c1ccccc1C(=O)Nc1cc2c(cc1C(=O)O)OCCCO2 | -2.7%
O=C(c1ccc2c(c1)OCO2)C1CCCN(Cc2ccc(OC(F)F)cc2)C1 (configuration not stated) | -2.0%[76.3 µM]
COc1ccccc1/C=C/C(=O)NCC(=O)N/N=C/c1ccc(C(=O)O)cc1 | 7.2%
Cc1ccccc1OCCCCN1CCCCC1 | 9.5%[76.3 µM]
O=S(=O)(NCc1ccccc1Cl)c1ccc(-n2cnnn2)cc1 | 6.2%
C=Cc1ccc(CSc2nc(-c3ccc(OC)cc3)nc3c2Cc2c(CO)cnc(C)c2O3)cc1 | ?
Cc1ccc(C2=NN(CC(=O)O)C(=O)CC2)cc1 | 1.1%
Cc1ccc(N=C2C(=O)Nc3ccccc32)c(C)c1 | -1.6%
CCCCC(NC(=O)COc1cc2c(c3oc(=O)cc(C)c13)CCC(C)(C)O2)C(=O)O (configuration not stated) | 3.2%

smiles | GAA glycogen mod
Cc1ccc(CSc2nc(N)cc(N)n2)cc1 | -1.0%[76.3 µM]
COc1ccc(CNC(=S)Nc2ccccc2Cl)cc1 | -23.6%[76.3 µM]
CS(=O)(=O)c1ncc(N(Cc2ccco2)Cc2ccco2)c(C(=O)Nc2ccccc2Br)n1 | 8.0%[76.3 µM]
Cc1ccc2c(c1)N(C(=O)CCC(=O)NCCCN1CCC(Cc3ccccc3)CC1)CCO2 | 9.1%[76.3 µM]
COc1ccc(NC(=O)c2sc3nc(C)cc(C)c3c2N)cc1 | 8.4%[76.3 µM]
COc1cccc(C(=O)NNC(=O)C(=O)Nc2ccc(C)cc2)c1 | -1.7%[76.3 µM]
COc1cc2[nH]c(C(=O)N3CCN(c4ccc(F)cc4)CC3)cc2c(OC)c1OC | -2.4%
CSc1ccc(S(=O)(=O)N2CCC(C(=O)NCCc3ccccc3)CC2)cc1 | -0.3%[76.3 µM]
Cc1noc(C)c1COc1ccc(CC(=O)NCCc2ccccn2)cc1 | -8.9%
CCN(Cc1ccccc1)C(=O)CN1C(=O)NC(CC)(c2ccc(F)cc2)C1=O (configuration not stated) | 1.9%
CCN(Cc1nc(-c2ccc(OC)cc2)no1)C(=O)c1ccc2c(c1)OCO2 | -15.6%
CCOC(=O)C1CCN(C(=O)CS(=O)(=O)Cc2nc(-c3ccccc3Cl)oc2C)CC1 | 15.6%[76.3 µM]
Cc1ccc(CN2CCN(Cc3ccco3)CC2)cc1 | 0.0%[76.3 µM]
Cc1cccc(-c2nc(CS(=O)CC(=O)NCc3ccco3)c(C)o2)c1 (configuration not stated) | -24.8%[76.3 µM]
COc1ccc2nc(SCC(=O)NCc3ccc(OC)c(OC)c3)[nH]c2c1 | 0.1%
COc1ccc(CN2CCC(=O)N([C@H](CO)CC(C)C)CC2)cc1 | 15.9%[76.3 µM]
Cc1ccc2c(C)nc(N/C(N)=N/S(=O)(=O)c3ccccc3)nc2c1 | -3.0%[76.3 µM]
